miR-122 sensor: miR-122 inhibition in Huh7 cells | Huh7 miR-122 Renilla luciferase sensor, 48 h; neutral wells = 0, positive control = 100 | activation (reporter increase), % at 12.5 µM | 340,000 tested, 0.3% active | AID 602342;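 active = mean replicate activation score at least 90 and every replicate individually at or above 90; inconclusive = only one of the two criteria met; inactive = neither criterion met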;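 also: higher luciferase means less miR-122 activity so hits act as miR-122 inhibitors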
Active calls of the source: *; ? = inconclusive. Some of the compounds tested; count on the stated rates, not on these rows.

miR-122 sensor	Structure
-6.9	COc1ccc(N2CCN(C(=O)CN3C(=O)c4ccccc4S3(=O)=O)CC2)cc1
-3.8	CCCn1c(/N=C/c2ccccc2O)nc2ccccc21
-2.1	CCc1nn2c(=O)cc(CSCC(=O)Nc3ccccc3Cl)nc2s1
0.4	O=C(NCC1COCCO1)C1CCN(S(=O)(=O)c2ccccc2)CC1 (configuration not stated)
3.3	CC1(COS(N)(=O)=O)CCCCC1
49.6	Cc1nn(Cc2ccccc2)c(Cl)c1C(=O)NC(C)(C)C
1.7	O=C(CN1CCN(c2ncc(C(F)(F)F)cc2Cl)CC1)NC(=O)NCc1ccccc1
-2.6	NS(=O)(=O)c1ccc(CCNC(=O)COC(=O)C2CCCN2C(=O)c2cccs2)cc1 (configuration not stated)
15.3	C=CCn1c(-c2ccc(Cl)cc2)ccc(C#N)c1=O
2.6	CCOc1ncccc1C(=O)OCC(=O)N1CCN(S(=O)(=O)c2ccccc2)CC1
-4.3	CCCn1c(SCC(=O)Nc2cccc(C(=O)OCC)c2)nnc1-c1ccoc1C
-7.6	CCc1c(C)sc(NC(=O)OC)c1C(N)=O
-4.5	CCC(=O)NC(=S)Nc1ccccc1C(F)(F)F
-2.7	Cc1cccc(NC(=O)c2c(C)nc3ccccn23)c1
-2.9	COC(=O)C1CCN(C(=O)CCC2CCCCC2)CC1

Overlap with the part before: two entries; new compounds follow.
miR-122 sensor	Structure
-2.7	Cc1cccc(NC(=O)c2c(C)nc3ccccn23)c1
-2.9	COC(=O)C1CCN(C(=O)CCC2CCCCC2)CC1
-9.6	Cc1nn2c3ccccc3nc2c2ccccc12
5.3	COc1ccc(NC(=O)CCCSc2nc(-c3ccco3)cc(C(F)(F)F)n2)cc1OC
-3.8	CCOC(=O)c1c(C)nc2sc3c(=O)n(-c4ccc(C(C)=O)cc4)cnc3c2c1-c1ccc(Cl)cc1
-1.2	O=C(NC1CCCCC1)N1CCN(C(c2ccccc2)c2ccccc2)CC1
-3.9	COc1ccc(CN(C(=O)CSc2nnc(-c3ccc(OC)c(OC)c3)o2)c2ccc(F)cc2)cc1
4.0	CSc1nc(C)cc(SCC(=O)Nc2ccc(Cl)cc2Cl)n1
-9.9	COC(=O)C1(C(=O)OC)NOC2C(=O)N(c3ccc(Cl)cc3Cl)C(=O)C21 (configuration not stated)
4.8	COc1ccc(S(=O)(=O)N2CCCC(C(=O)NCCC3=CCCCC3)C2)cc1 (configuration not stated)
3.3	C=CC(=O)NC(NC(=O)C=C)c1ccc(Br)cc1
-6.2	COc1ccc(N2CCN(CCNC(=O)CCNS(=O)(=O)c3cccs3)CC2)cc1
-4.9	CCOC(=O)Cn1nnnc1CN(Cc1cccs1)Cc1cc2cc(C)cc(C)c2[nH]c1=O
-0.5	CCOC(=O)CNC(=O)CSc1nc2nc(C)c(Br)cc2[nH]1
-3.5	COc1ccc(N2C(=O)[C@@H]3Cc4ccccc4CN3C2=O)cc1
-0.3	COc1ccc(NC(C)=O)cc1NC(=O)CN1CCN(S(=O)(=O)c2ccc(C(C)C)cc2)CC1
-5.0	CCCc1[nH]c(=O)c(C#N)c2c1COC(C)(C)C2
5.1	CCN1N=C(c2ccccc2)Cn2c1nc1ccccc12
-4.3	CCC(C)N(C(=O)COC(=O)Cc1n[nH]c(=O)c2ccccc12)C1CCS(=O)(=O)C1 (configuration not stated)
1.3	Cc1ccc(OCC(=O)NNC(=O)CCC(=O)Nc2ccc(C)cc2C)cc1
-4.8	Cn1c(=O)cc(NCCc2ccccc2)[nH]c1=O
-11.4	CCCCOC(=O)c1ccc(NC(=O)C(=O)NCc2ccncc2)cc1
-1.5	CCOC(=O)c1cc2c(N)c(C(=O)c3cc(C#N)c(SC)nc3C)sc2nc1C
-18.0	Cc1c(Cl)c(C(=O)NC2C3CC4CC(C3)CC2C4)nn1C (configuration not stated)
-5.8	COc1ccc(NC(=O)CN2C(=O)/C(=C3\SC(=S)N(CCC(=O)O)C3=O)c3ccccc32)cc1
4.8	c1cc(C(c2nnnn2C2CCCC2)N2CCOCC2)ccn1 (configuration not stated)
-8.4	CC1(C)Cc2ccccc2C(NNC(=O)c2cccnc2)=N1
-4.0	CCC(=O)Nc1ccc(C(=O)N/N=C/c2cc(Br)c(OC)cc2OC)cc1
1.8	COc1ccc(S(=O)(=O)N(C)c2ccc(C(N)=O)cc2)cc1
-6.5	CCOC(=O)C1CCCN(C(=O)c2cc3ncc(Br)cn3n2)C1 (configuration not stated)
-0.2	CCn1nc(C)c(/C=N/NC(=S)Nc2ccc(Cl)cc2Cl)c1C
-4.5	O=C(Nc1ccccc1)c1ccn[nH]1
3.5	Cc1nc(SC2CCOC2=O)c2c(C)c(C)sc2n1 (configuration not stated)
16.2	CC(C)C(=O)N(Cc1ccc2c(c1)OCO2)Cc1ccccn1
9.1	CCC(C)NS(=O)(=O)c1ccc(OCC(=O)Nc2ccc(F)cc2F)cc1 (configuration not stated)
-5.1	Cc1snc(S(=O)(=O)Cc2ccccc2Cl)c1C#N
6.4	CNC(=O)Nc1ccc(Cl)cc1
-6.9	Cc1ccc(C(=O)ON=C2CCN(c3ccc([N+](=O)[O-])cc3)CC2)cc1
-1.4	COc1ccccc1C(=O)Nc1nnn(C)n1
8.2	Cc1cc(C)cc(-n2nnc(C(=O)NCc3ccco3)c2N)c1
-4.6	COc1ccc(OC)c(NC(=O)CN2CCC(C(=O)c3ccc(C)cc3)CC2)c1
9.3	CCCOc1ccc(-c2nc(OC)c3ccccc3n2)cc1
-0.7	Cc1ccc(NC(=O)NNS(=O)(=O)c2ccc(Br)cc2)cc1
63.6	O=C(Nc1ccc(C(F)(F)F)cc1)C1CCCN1S(=O)(=O)c1cccc2cccnc12 (configuration not stated)
3.9	COc1ccc(NC(=O)c2cccnc2N2CCCCC2)cc1
3.2	Cc1cc(N)n2nc(C)c(-c3ccccc3)c2n1
3.9	Cc1nc2ccc(CCO)cc2s1
2.1	Cc1ccc(/C=N/NC(=O)Cc2c[nH]c3ccccc23)c(C)c1
-4.7	Cc1ccc(NC(=S)N2CCN(Cc3ccccc3)CC2)c(C)c1
-7.3	O=C(Nc1ccc2c(c1)OCO2)C1CCN(C(=O)CSc2ncnc3ccccc23)CC1
6.1	CC(C)CNC(=O)C1CCCN1S(=O)(=O)c1ccc(Cl)cc1 (configuration not stated)
-0.3	CSC1=C(C#N)C(CC(C)C)C(C(C)=O)=C(C)N1 (configuration not stated)
0.9	O=C(CSc1nnc(-c2ccc(O)cc2)o1)N1CCOCC1
-7.1	COc1cc2c(cc1NC(=O)CN1CCN(S(=O)(=O)c3ccccc3F)CC1)oc1ccccc12
-7.4	CC(NC(=O)COc1ncnc2cc([N+](=O)[O-])ccc12)c1ccccc1 (configuration not stated)
-7.7	CCc1nc(SCC(=O)NNC(=O)C(C)C)c2ccccc2n1
-6.5	N#Cc1sc2nc3c(c(-c4ccco4)c2c1N)CCCC3
-3.1	CCC1(CC)C(=O)C(C)(C)C(=O)OC1c1ccccn1 (configuration not stated)
-1.8	CC(=O)Nc1ccc(NC(=O)CSCc2cnn(-c3ccccc3)c2-n2cccc2)cc1
-2.0	CCOc1ccccc1Nc1nc(N)nc(CSc2nncn2C)n1
7.2	COc1ccc(OCCn2c(NC(=O)c3ccco3)nc3ccccc32)cc1
-6.0	Cc1ccccc1Cn1cnc2c([N+](=O)[O-])c(C)c(C)cc21

(list continues)
miR-122 sensor	Structure
-2.4	CC1N(O)C(c2ccc(Cl)cc2Cl)N(O)C1(C)C (configuration not stated)
-0.6	CCOC(=O)N1CCN(C(=O)c2cccn3c(=O)c4cc(Cl)ccc4nc23)CC1
7.2	CS(=O)(=O)N1CCCC(C(=O)NCCCN2CCC(Cc3ccccc3)CC2)C1 (configuration not stated)
8.4	Brc1ccc2ncnc(NCc3ccco3)c2c1
-2.6	O=C(c1ccco1)N1CCN(S(=O)(=O)c2ccc3c(c2)CCN3C(=O)C2CCC2)CC1
0.2	CCN(C(=O)CSc1nnc(Cc2ccccc2F)n1N)C1CCS(=O)(=O)C1 (configuration not stated)
-1.8	CCC(=O)Nc1cccc(NC(=O)CSc2nnc(C(C)C)n2CC)c1
-10.6	CCOC(=O)C1=C(O)C(=O)N(c2ccc(S(N)(=O)=O)cc2)C1c1ccc(Cl)cc1 (configuration not stated)
-3.5	CCOc1cc(S(=O)(=O)N2CCN(Cc3ccccc3)CC2)ccc1Br
-3.1	Cc1ccc(S(=O)(=O)CCC(=O)Nc2ccc3c(c2)OCO3)cc1
35.5	COc1ccc(C(=O)Nc2cc3c(cc2C#N)OCO3)cc1S(=O)(=O)NCc1ccco1
2.4	COC(=O)Nc1ccc(Oc2ccccc2)cc1
-1.1	Cc1ccc(C(=O)NCCN2CCCC2)cc1
-5.5	Cc1cc(C(=O)NCCCn2ccnc2)cs1
-11.7	O=C(CN1CCC(C(O)(c2ccccc2)c2ccccc2)CC1)Nc1ccccc1
4.6	CC(C)c1nc2n[nH]c(N)c2c2c1CSC(C)(C)C2
-0.5	COc1cc(Cl)c(C)cc1NC(=O)CSc1nc2ccccc2o1
-5.9	COc1ccc(-c2cc(C(F)F)nc(-n3nc(C)cc3C)n2)cc1
6.2	COc1ccc(C2/C(=C(/O)c3ccccc3)C(=O)C(=O)N2CCN2CCOCC2)c(OC)c1 (configuration not stated)
-0.1	CC(=O)Nc1nonc1-c1nc2ccccc2n1CCC(C)C
-2.8	CCOc1cc(NC(=O)c2ccco2)c(OCC)cc1NC(=O)COc1ccccc1C
3.8	COc1ccccc1-c1cc(C(=O)N/N=C/C=C/c2ccccc2[N+](=O)[O-])c2ccccc2n1
88.5	Fc1ccc(C(c2nnnn2Cc2cccs2)N2CCN(c3ccccc3)CC2)cc1 (configuration not stated)
-5.8	CCCOP(=O)(OCCC)C1(Nc2ccc(C)cc2)CCCCC1
0.6	O=C(O)CCc1ccc(-c2cccs2)n1Cc1ccco1
2.8	CCCC(=O)OC1CC(C)N(C(=O)c2ccccc2)c2ccc(C)cc21 (configuration not stated)
-0.9	CC(C)OC(=O)c1ccc(N2C(=O)C3CC=CCC3C2=O)cc1 (configuration not stated)
5.0	Cc1cc(C)nc(NS(=O)(=O)c2ccc(NC(=O)c3ccc4c(c3)OCO4)cc2)n1
0.4	COc1ccc(-c2cc(-c3ccc(OC)cc3)nc(-c3ccc4c(c3)NC(=O)CO4)c2)cc1
0.4	N#Cc1cc(-c2ccccc2)c[nH]c1=O

Structures above containing a nitro group on carbon, in the order listed:
miR-122 sensor	Structure
-6.9	Cc1ccc(C(=O)ON=C2CCN(c3ccc([N+](=O)[O-])cc3)CC2)cc1
-7.4	CC(NC(=O)COc1ncnc2cc([N+](=O)[O-])ccc12)c1ccccc1 (configuration not stated)
-6.0	Cc1ccccc1Cn1cnc2c([N+](=O)[O-])c(C)c(C)cc21
3.8	COc1ccccc1-c1cc(C(=O)N/N=C/C=C/c2ccccc2[N+](=O)[O-])c2ccccc2n1

Arranged by molar mass (high to low): part of the list above
miR-122 sensor	Structure
3.8	COc1ccccc1-c1cc(C(=O)N/N=C/C=C/c2ccccc2[N+](=O)[O-])c2ccccc2n1
-5.8	CCCOP(=O)(OCCC)C1(Nc2ccc(C)cc2)CCCCC1
-5.9	COc1ccc(-c2cc(C(F)F)nc(-n3nc(C)cc3C)n2)cc1
-0.9	CC(C)OC(=O)c1ccc(N2C(=O)C3CC=CCC3C2=O)cc1 (configuration not stated)

(next part)
miR-122 sensor	Structure
1.8	CC(C)c1ccc(C(=O)Nc2ccc(N3CCOCC3)cc2)cc1
-1.4	Cc1ccc(-n2c(C)cc(C)c(C#N)c2=O)cc1
-5.5	O=c1[nH]c2cc(Cl)cc(Cl)c2[nH]c1=O
-3.4	CCOC(=O)CSc1nc(N)c(C#N)c(CC(C)C)c1C#N
6.4	CCCCc1cc(=O)oc2cc(C)cc(OCC(=O)O)c12
3.4	Cc1ccccc1OCC(=O)Nc1ccccc1CO
-35.6	Cc1nn(Cc2ccccc2Cl)c2sc(C(=O)OC3CCCC3=O)cc12 (configuration not stated)
5.1	Cc1nc2c3cnn(-c4ccccc4)c3ncn2n1
-4.4	CCOC(=O)c1[nH]c(C)c(/C(O)=C2\C(=O)C(=O)N(CCN(C)C)C2c2ccncc2)c1C (configuration not stated)
-1.1	CN(C)CCCNCCCCNC(=O)/C=N/O
4.3	O=C(CCCCn1c(=O)[nH]c2ccccc2c1=O)NCc1ccc2c(c1)OCO2
-1.2	Cc1ccc(CNC(=O)CN(Cc2ccccc2)S(C)(=O)=O)cc1
6.0	Cc1ccc(C(=O)COc2ccccc2-c2ccccc2)cc1C
-6.3	FC(F)Oc1cccc2cccnc12
0.6	CC(C)NC(=O)C(Sc1ccccc1)c1ccccc1 (configuration not stated)

Rewritten in CSV form: entries from further up.
Compound,miR-122 sensor
Cc1nn(Cc2ccccc2Cl)c2sc(C(=O)OC3CCCC3=O)cc12 (configuration not stated),-35.6
Cc1nc2c3cnn(-c4ccccc4)c3ncn2n1,5.1

The results go on:
miR-122 sensor	Structure
-9.8	CCOC(=O)C1CCN(C(=O)CN(c2cccc(C(F)(F)F)c2)S(C)(=O)=O)CC1
13.0	NC(=O)C1(N2CCCCC2)CCN(Cc2ccc(F)cc2)CC1
-10.4	CC(=O)c1ccc(N2Cc3ccccc3/C2=N\C(=O)Nc2ccccc2)cc1
0.2	CCOc1ccc(NC(=O)CCN2CCN(c3ccccc3OC)CC2)cc1
-1.8	Cc1[nH]c(=O)[nH]c(=O)c1S(=O)(=O)NCCc1ccc(S(N)(=O)=O)cc1
-2.9	C=CCc1ccc(OCC(O)COc2ccc(CC=C)cc2OC)c(OC)c1
-5.7	COc1ccc(/C(O)=C/c2nc3ccc(C(=O)NCCc4cccc(C)c4)cc3[nH]c2=O)cc1OC
1.9	CC(=O)N1CCC2(CC1)CC(=O)c1cc(OCC(=O)NCc3ccco3)ccc1O2
13.8	Brc1cc(Br)c2nc(-c3ccc(N4CCOCC4)cc3)ccc2c1
?	CCc1c(C(=O)Nc2ccc(OC)cc2)[nH]c(C)c1C(C)=O
